CAL PDZ FP-1: human CAL PDZ-peptide interaction inhibition; Q9HD26; purified CAL PDZ, TMR-peptide fluorescence polarization, 1 h; inhibition, % at 20 µM; actives 0.02% (n = 330,000); AID 504414;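 active = highest replicate inhibition of at least 40%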;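 also: plate controls were DMSO neutral control wells for no effect and unlabeled competitor peptide control wells for full effect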
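material = purified tagged CAL PDZ domain construct (CerCALP) | buffer or medium = sodium phosphate/NaCl buffer pH 7.4 with TCEP, IgG, Thesit | reagent = TMR-labelled reporter peptide T*-PRC34 bound in PDZ groove | incubation = 1 h room-temperature incubation prior to read | measured by = fluorescence polarization (mP) | evaluation = percent inhibition from loss of millipolarization | control set = unlabelled peptide and DMSO controls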
SR-BI uptake up: SR-BI HDL lipid transfer activation; CHO ldlA[mSR-BI] cells, DiI-HDL uptake fluorescence, 3 h; 100 = double the neutral-control signal; AID 504775; activation, % at 12.5 µM; actives 0.096% (n = 320,000);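 active = mean replicate activation of at least 60% and every replicate at or above 60%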;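 also: 0% = median plate neutral-control signal and 100% = twice that signal; values of inactives mirror those of a sister screen read the other way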
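Test system: SR-BI-overexpressing, LDLR-lacking CHO cells. Measured by: DiI fluorescence, bottom read. Medium: Ham's F12 with 0.5% BSA, HEPES 25 mM, pH 7.4. Timing: 3 h uptake period with compound, 37 °C.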
LANA DNA inh: blocks KSHV LANA C-terminal domain binding to DNA; MBP-C-LANA/FAM-LBS DNA binding, fluorescence polarization; inhibition, % at 9 µM; actives 0.078% (n = 340,000); AID 504423;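 active = highest replicate inhibition at or above 60% at 9 µM, even if other replicates fall short; inactive = all replicates below 60% inhibition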;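 also: 0% = neutral control wells and 100% = 4 µM acridine orange control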
DAGLB inhibitor: diacylglycerol lipase beta (human) inhibition | actives 0.059% (n = 340,000) | AID 504411 | inhibition, % at 5.17 µM | Q8NCG7 | HEK293T DAGLB membrane lysate, EnzChek fluorogenic substrate; in the data active = inhibition above about 34%;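 also: 0% = enzyme with vehicle and 100% = wells lacking enzyme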
cardiac RTF act: increases calcium sensitivity of human cardiac regulated thin filaments; P19429+P45379; IANBD-labeled TnC RTF fluorescence at EC20 calcium; 0% EC20 calcium, 100% full calcium; activation, % at 7.2 µM; actives 0.24% (n = 340,000); AID 493008;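 active = activation above the mean over all tested compounds plus 3 SD, cut at about 30% in these data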;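 also: rise in fluorescence read as greater calcium sensitivity of cardiac thin filaments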
Rtt109 HAT inh: C. albicans Rtt109 histone acetyltransferase inhibition. Q5AAJ8. purified Rtt109/Vps75, ThioGlo CoA-SH fluorescence, 4 h. inhibition, % at 34.9 µM. actives 0.16% (n = 330,000). AID 540336;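 active = inhibition of at least 50% in every replicate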
Keap1 Nrf2 FP: Keap1-Nrf2 (human) interaction inhibition; Q14145; AID 504523; inhibition, % at 9.4 µM; Keap1 Kelch-Nrf2 peptide fluorescence polarization, 1536-well; actives 0.15% (n = 340,000); in the data active = inhibition above about 12%;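 also: human Keap1 Kelch domain with fluorescein labeled Nrf2 9mer peptide probe; 0% = neutral control wells and 100% = peptide positive control; higher means more block of Keap1 binding to Nrf2 peptide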
Target sequence (Q14145 whole entry, looked up, the tested form may be a part): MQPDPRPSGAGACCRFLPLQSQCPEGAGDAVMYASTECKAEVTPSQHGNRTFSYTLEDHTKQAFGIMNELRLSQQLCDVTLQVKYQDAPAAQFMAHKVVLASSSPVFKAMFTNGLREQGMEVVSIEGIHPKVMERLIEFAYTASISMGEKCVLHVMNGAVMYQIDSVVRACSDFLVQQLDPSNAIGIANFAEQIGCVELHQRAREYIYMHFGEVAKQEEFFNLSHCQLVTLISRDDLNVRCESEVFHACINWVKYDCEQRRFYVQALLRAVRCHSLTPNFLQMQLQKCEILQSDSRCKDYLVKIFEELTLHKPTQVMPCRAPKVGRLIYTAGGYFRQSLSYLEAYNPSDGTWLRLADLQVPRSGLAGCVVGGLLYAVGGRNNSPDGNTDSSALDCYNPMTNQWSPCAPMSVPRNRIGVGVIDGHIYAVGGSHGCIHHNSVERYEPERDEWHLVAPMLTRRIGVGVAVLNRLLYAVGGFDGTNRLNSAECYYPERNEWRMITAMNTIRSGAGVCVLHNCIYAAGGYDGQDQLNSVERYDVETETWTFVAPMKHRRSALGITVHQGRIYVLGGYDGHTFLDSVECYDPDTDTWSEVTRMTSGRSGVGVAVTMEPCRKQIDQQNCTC
PKA-R2B activ: PKA-R2B complex activation; P22694+P31323; PKA-R2B holoenzyme dissociation, Cy5-IP20 fluorescence polarization; R2B truncated from residue 108, S112A mutant; 0% DMSO only, 100% 113 µM cGMP; activation, % at 11.4 µM; actives 0.079% (n = 340,000);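 active = activation above a cutoff set at the mean over all compounds plus 3 SD, cut at about 18% in these data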;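 also: higher means more holoenzyme dissociation and a rise in polarization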
Target sequence (P31323 whole entry, looked up, other chains not shown, the tested form may be a part): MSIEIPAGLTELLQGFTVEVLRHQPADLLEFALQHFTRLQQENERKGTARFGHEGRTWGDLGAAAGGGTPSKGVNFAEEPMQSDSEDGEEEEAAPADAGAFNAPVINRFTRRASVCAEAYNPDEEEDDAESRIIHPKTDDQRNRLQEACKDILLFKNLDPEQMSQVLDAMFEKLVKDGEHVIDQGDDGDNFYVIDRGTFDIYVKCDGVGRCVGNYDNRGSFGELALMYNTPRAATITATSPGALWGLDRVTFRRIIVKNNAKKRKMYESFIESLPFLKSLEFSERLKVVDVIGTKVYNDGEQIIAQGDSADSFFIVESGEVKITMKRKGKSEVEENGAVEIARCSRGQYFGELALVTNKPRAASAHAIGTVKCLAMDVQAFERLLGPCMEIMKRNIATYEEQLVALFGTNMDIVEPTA
CAL PDZ FP-2: CAL PDZ (human) peptide binding inhibition; inhibition, % at 24.9 µM; AID 602252; actives 0.92% (n = 300,000); purified CAL PDZ, TMR-peptide fluorescence polarization, 1 h;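 active = mean inhibition of at least 30% with at least half of replicates also reaching 30%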;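 also: 0% = DMSO neutral control and 100% = excess unlabeled competitor peptide PRC23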
RTF Ca sens inh: cardiac RTF calcium desensitization; P19429+P45379; IANBD-labeled cardiac RTF, Ca2+ fluorescence; inhibition, % at 7.15 µM; actives 0.12% (n = 340,000); AID 493244;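 active = inhibition above the mean inhibition of all tested compounds plus 3 SD, cut at about 17% in these data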;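 also: assay run at fixed EC70 calcium of 1.6 mM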
Numbers without * were called inactive; / = no result given; & = joins results of further samples.

Screens in order: RTF Ca sens inh	CAL PDZ FP-1	DAGLB inhibitor	Keap1 Nrf2 FP	CAL PDZ FP-2	Rtt109 HAT inh	PKA-R2B activ	SR-BI uptake up	cardiac RTF act	LANA DNA inh
CCn1c(SCc2nc3ccccc3c(=O)[nH]2)nnc1C(C)NC(=O)c1ccccc1F (centres undefined)
  5.0	0.7	-1.1	-5.8	-1.6	-2.6	-14.7	13.8	0.3	-0.8
CC(=O)Nc1ccc(NC(=O)C(C)OC(=O)c2ccc3[nH]c(C)c(C)c3c2)cc1 (centres undefined)
  1.1	-1.7	-1.0	6.3	0.9	6.9	1.0	-31.6	-0.8	-1.0
S=C(NCCc1cccc(Cl)c1)NCc1ccccc1
  -13.4	-5.4	-10.4	-5.8	-2.8	-7.3	4.1	-18.1	-0.9	1.3
COc1ccccc1N1CCN(C(=O)c2cc3n(n2)C(C(F)(F)F)CC(c2ccco2)N3)CC1 (centres undefined)
  -1.7	-1.1	2.4	0.8	0.2	5.6	-2.1	/	1.0	1.1
O=C(Nc1ccc2oc(-c3ccccc3)nc2c1)c1ccco1
  -12.4	-3.9	0.7	-3.6	-1.5	1.1	-4.6	-8.9	-1.5	0.0
CCOc1ccc(C(=O)NCC(=O)NCC(c2ccco2)N2CCCCC2)cc1 (centres undefined)
  -10.9	0.6	-1.9	-3.9	-0.8	-0.8	4.9	1.2	4.3	1.7
O=C(NCCc1cccc(C(F)(F)F)c1)C1CCC(=O)N(CCc2cccc(F)c2)C1 (centres undefined)
  0.5	-3.1	1.2	0.8	-4.0	-17.5	-15.1	-12.3	2.4	0.3
COc1ccc(CSCC(=O)N/N=C/c2ccc(OCC(=O)N3CCCCC3)cc2)cc1
  -9.4	-2.1	3.0	1.0	0.0	-8.5	9.6	0.7	1.7	2.5
CCCOc1ccc(Cn2cnc3ccccc32)cc1
  5.1	-0.5	-2.3	-0.3	-2.8	1.6	-6.0	10.2	-5.5	-1.2
CCN(CC)S(=O)(=O)c1ccc(C(=O)NNC(=O)C2COc3ccccc3O2)cc1 (centres undefined)
  -14.4	0.4	-1.8	0.9	-3.7	-1.6	-4.0	-15.2	-4.1	-1.5
CCn1c(N2CCN(C(=O)Nc3ccc(F)cc3)CC2)nc2ccccc21
  -1.0	-0.3	-3.5	2.9	-1.0	2.9	-6.4	-58.3	1.4	1.4
CC(=O)c1ccc(C(=O)NC2CCCN(Cc3ccccc3F)C2)s1 (centres undefined)
  -7.6	-4.4	2.6	-1.8	-1.3	4.8	7.7	-11.4	-2.3	2.0
O=C(C1CCN(S(=O)(=O)c2ccc3c(c2)OCCO3)CC1)N1CCc2ccccc21
  -5.0	-3.1	-4.8	2.1	2.3	/	3.7	2.5	2.1	0.0
CC(=O)N1c2c(cc(Br)cc2S(=O)(=O)N2CCN(C(=O)c3ccco3)CC2)CC1C (centres undefined)
  -3.2	-1.1	1.7	0.8	-1.8	-3.9	-6.3	31.3	3.5	0.7
COc1ccc(C(=O)NCC(=O)Nc2ccccc2)cc1OC
  1.0	-1.5	2.9	-4.6	-0.5	3.3	-8.5	7.4	-0.3	-0.7
O=C(NNC(=S)Nc1ccccc1)NNC(=S)Nc1ccccc1
  -10.1	0.6	-0.9	-0.6	1.3	4.5	1.0	-18.3	8.9	0.2
CC(=O)Nc1sc(N/N=C/c2ccc(O)cc2)nc1-c1ccc(C)cc1
  -7.8	-0.4	-0.9	0.3	-1.1	1.4	-0.3	3.2	3.3	-3.3
COc1cc(CNCc2ccc(C(=O)O)cc2)ccc1OCc1ccc(F)cc1
  -6.4	-0.8	-1.3	-2.1	-5.0	5.7	-5.7	5.5	-3.0	-0.8
CC(=O)c1ccc(NC(=O)C2CCCN(S(=O)(=O)c3c(C)[nH]c(=O)[nH]c3=O)C2)cc1 (centres undefined)
  -12.0	-2.4	-0.8	-2.0	-1.7	-0.9	-1.3	13.5	15.6	-0.8
CCOC(=O)C(CCCCOc1ccc([N+](=O)[O-])cc1)C(=O)OCC
  -1.2	-3.0	-10.1	-4.6	-1.0	-2.4	-0.2	-35.4	8.8	0.8
COc1nc(N)nc2c1ncn2C1OC(CO)CC1O (centres undefined)
  -6.4	-0.3	-2.6	-3.9	-7.0	-7.8	2.4	1.6	-2.7	0.6
COc1ccc(Cc2nnc(SCC(=O)Nc3ccccc3C)n(N)c2=O)cc1
  -0.2	-3.2	-3.4	-6.0	-3.8	-2.6	-12.3	5.6	10.1	0.1
C/C(=N\NC(=O)c1ccc(F)cc1)c1ccccn1
  -1.2	-1.8	-0.9	-1.7	0.2	-5.2	-16.9	/	6.5	2.1
Cc1nnc(NC(=O)CSCc2c(C)noc2C)s1
  -2.6	-2.4	-0.7	-4.9	-3.0	-20.4	-3.9	26.7	0.0	0.2
C=CCc1cc(OC)ccc1OCC(O)CN1CCN(c2ccc(OC)cc2)CC1 (centres undefined)
  -8.3	-1.9&-0.4	4.2	-0.2&2.6	-1.9&-0.4	-0.3&8.5	4.6	14.8&-11.3	4.7	-0.5&0.4
O=C(CCCCCN1C(=O)c2ccccc2C1=O)Oc1ccc2c3c(c(=O)oc2c1)CCC3
  5.6	-0.6	-0.5	-0.6	-1.6	-11.2	1.7	21.3	1.3	-1.3
Cc1cc(OCC(=O)N(C)Cc2ccccc2)ccc1Br
  -8.6	-1.0	-11.4	-0.7	1.6	-2.7	0.6	-10.8	-4.6	2.5
O=C(COC(=O)c1ccc2ncsc2c1)NCc1ccc(F)cc1
  -3.8	-0.3	-0.1	2.4	54.0*	-7.9	-18.0	-5.3	1.5	0.8
COc1ccc(N/C=C(\C=C\C#N)S(=O)(=O)c2ccccc2)cc1
  -2.7	-1.0	3.9	3.3	-11.2	-3.5	0.7	-22.7	-3.1	0.7
Cc1ccc(Nc2ccc([N+](=O)[O-])cn2)cc1Cl
  -2.2	0.4	-5.1	4.1	-1.9	12.2	4.2	-8.2	3.5	0.5

Structures listed above that bear a hit mark in CAL PDZ FP-2:
SMILES	CAL PDZ FP-1	DAGLB inhibitor	Keap1 Nrf2 FP	CAL PDZ FP-2	Rtt109 HAT inh	PKA-R2B activ	SR-BI uptake up	cardiac RTF act	LANA DNA inh
O=C(COC(=O)c1ccc2ncsc2c1)NCc1ccc(F)cc1	-0.3	-0.1	2.4	54.0*	-7.9	-18.0	-5.3	1.5	0.8

The results go on.
Screens in order: RTF Ca sens inh	CAL PDZ FP-1	DAGLB inhibitor	Keap1 Nrf2 FP	CAL PDZ FP-2	Rtt109 HAT inh	PKA-R2B activ	SR-BI uptake up	cardiac RTF act	LANA DNA inh
CCOc1ccc(CN2CCNC(=O)C2CC(=O)NC2CCOCC2)cc1 (centres undefined)
  0.1	-1.5	-0.8	-1.9	-0.3	9.4	-5.1	4.5	3.8	1.6
CCOC(=O)c1c(NC(=O)CSc2nnnn2-c2ccc3c(c2)OCO3)sc(C)c1C
  0.1	0.0	-1.6	1.0	-2.1	-1.1	-8.4	-12.5	6.9	-0.1
C=CCn1nnnc1-c1cccc(Cl)c1
  -2.7	-2.0	-0.1	-0.9	-5.2	-0.9	1.4	4.3	7.0	-0.5
Cc1ccc(S(=O)(=O)NC(C)C(=O)N2CCOCCOCCOCC2)cc1 (centres undefined)
  -5.1	-2.7	-1.8	-2.1	-0.6	-16.9	10.8	/	-1.2	-0.2
Cc1cc(NS(=O)(=O)c2ccccc2)cc(Cl)c1O
  5.0	-1.0	2.0	-4.8	5.4	7.2	6.3	11.4	-3.0	-2.1
O=c1cc(CN2CCN(Cc3ccccc3)CC2)c2cc3c(cc2o1)CCC3
  -5.2	0.3	-5.1	-8.3	1.9	1.8	-3.0	1.5	2.7	0.6
CC(C)c1nc2cc(C(=O)N3CCN(c4cnccn4)CC3)ccc2o1
  1.9	-1.8	-0.4	-4.9	-1.8	16.9	-6.1	28.6	-0.5	-0.2
COCc1nnc(NC(=O)c2ccc(S(=O)(=O)N(C)C3CCCCC3)cc2)o1
  -16.6	0.9	1.8	-1.3	-1.9	-2.2	-1.4	6.4	-0.4	-1.3
CN(CCCNC(=O)C1CCN(S(=O)(=O)c2cccc3nsnc23)CC1)Cc1ccccc1
  4.8	/	-3.9	-1.9	-2.8	-1.6	7.3	23.5	-1.8	-0.8
CCC(C)(C(=O)NC1CCCC1)N(Cc1ccco1)C(=O)c1ccc2c(c1)OCO2 (centres undefined)
  -4.4	-2.1	-2.1	-2.0	-7.5	-4.8	0.6	3.3	1.0	9.0
CCOC(=O)CCNC(=O)Nc1ccc2nc(C)n(Cc3ccccc3Cl)c(=O)c2c1
  3.6	-1.4	0.6	-3.4	-0.7	-1.4	1.8	-5.4	4.8	0.0
CCc1cc(SC#N)cc(CC)c1NC(=O)CCl
  6.5	-0.3	-5.1	-8.5	-4.2	6.4	3.4	-44.8	1.9	-0.2
CCOc1ccc(/C=N/N2C(=O)C(CC(=O)Nc3ccc(F)cc3F)SC2=NC)cc1OC (centres undefined)
  4.2	-2.1	-0.1	-1.5	-2.2	-1.9	-2.6	-17.0	-1.6	0.5
Cn1c(=O)c2c(nc(CN3CCc4ccccc4C3)n2CC(=O)c2ccccc2)n(C)c1=O
  -4.2	-3.2	-1.0	-1.9	-1.7	2.1	5.5	22.9	3.2	-0.4
CCCCN(CC)CCNC(=O)Cn1cnc2sc(C)c(S(=O)(=O)N3CCOCC3)c2c1=O
  -4.9	0.1	-0.7	-0.5	-3.6	-4.9	1.2	4.0	1.2	-1.1
CC(C)CCNC(=O)c1ccccc1SCC(=O)NC1CCCCCCC1
  -7.3	-0.5	-4.4	1.5	-4.4	1.3	-2.3	3.2	-3.0	-1.2
Cc1ccccc1C(=O)N1CCC(C(=O)Nc2ccc(S(=O)(=O)N3CCCC3)cc2)CC1
  3.3	/	-3.4	-5.3	-3.7	-0.7	-2.7	-10.4	-2.8	0.4
Cc1ccc(Nc2ccc(C(=O)N3CCCC3)cn2)c(C)c1
  -7.2	-0.2	-2.5	2.6	/	2.9	5.1	-3.5	1.1	-1.9
COc1ccc(/C=N/Nc2ncc(Br)cn2)c(OC)c1
  -17.2	-14.0	-1.1	-1.9	4.7	3.2	5.4	-23.6	2.2	0.0

Entries of single compounds, looked up by structure. Screens in order: RTF Ca sens inh	CAL PDZ FP-1	DAGLB inhibitor	Keap1 Nrf2 FP	CAL PDZ FP-2	Rtt109 HAT inh	PKA-R2B activ	SR-BI uptake up	cardiac RTF act	LANA DNA inh
CCOC(=O)CCNC(=O)Nc1ccc2nc(C)n(Cc3ccccc3Cl)c(=O)c2c1 as listed: 3.6	-1.4	0.6	-3.4	-0.7	-1.4	1.8	-5.4	4.8	0.0
CCOc1ccc(CN2CCNC(=O)C2CC(=O)NC2CCOCC2)cc1 (centres undefined) as listed: 0.1	-1.5	-0.8	-1.9	-0.3	9.4	-5.1	4.5	3.8	1.6
Cc1ccc(S(=O)(=O)NC(C)C(=O)N2CCOCCOCCOCC2)cc1 (centres undefined) as listed: -5.1	-2.7	-1.8	-2.1	-0.6	-16.9	10.8	/	-1.2	-0.2

From PubChem BioAssay
